# PAFAH2 inh: inhibitors of human PAFAH2 | 0.99% of 340,000 active | inhibition, % at 3.39 µM | recombinant PAFAH2, FP-rhodamine activity probe, fluorescence polarization | Q99487;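 active means inhibition above the mean over all tested compounds plus 3 SD, cut at about 30% in these data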;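 further: inhibitors block probe labeling of enzyme so polarization drops; 0% = enzyme with DMSO and 100% = wells lacking PAFAH2 protein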
# LYPLA2 inh: blocks human lysophospholipase 2, a PME1 counter-screen; 0.38% of 320,000 active; O95372; recombinant LYPLA2, FP-Rh probe fluorescence polarization; inhibition, % at 5.9 µM;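 active means inhibition above the screen-wide mean plus 3 SD, limit set per campaign, cut at about 26% in these data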;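 further: 0% = LYPLA2 with DMSO and 100% = wells lacking LYPLA2 enzyme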
# Target sequence (O95372 whole entry, looked up): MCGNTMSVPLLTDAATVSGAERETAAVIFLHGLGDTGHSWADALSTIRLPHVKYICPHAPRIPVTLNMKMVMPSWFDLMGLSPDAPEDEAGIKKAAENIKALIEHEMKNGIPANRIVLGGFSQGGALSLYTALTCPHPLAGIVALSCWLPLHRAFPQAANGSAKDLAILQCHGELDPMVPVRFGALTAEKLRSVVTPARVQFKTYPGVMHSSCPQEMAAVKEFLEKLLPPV
# LYPLA1 inh: blocks human lysophospholipase 1, a PME1 counter-screen. O75608. recombinant LYPLA1, FP-Rh probe fluorescence polarization. inhibition, % at 5.9 µM. 0.16% of 320,000 active;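 active means inhibition above the mean of all tested compounds plus 3 SD, set per campaign, cut at about 14% in these data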;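 further: inhibitors block serine hydrolase probe labeling of LYPLA1 so polarization falls; 0% = enzyme with DMSO and 100% = wells lacking LYPLA1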
# Target sequence (O75608 whole entry, looked up): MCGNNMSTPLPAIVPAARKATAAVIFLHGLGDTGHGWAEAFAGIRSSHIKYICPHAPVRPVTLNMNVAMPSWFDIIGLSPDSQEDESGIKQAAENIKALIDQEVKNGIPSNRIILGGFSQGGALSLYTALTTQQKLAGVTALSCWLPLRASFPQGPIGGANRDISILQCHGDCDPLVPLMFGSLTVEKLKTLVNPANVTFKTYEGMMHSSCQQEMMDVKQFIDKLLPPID
# EBNA-1 inhibitor: blocks EBNA-1 binding to DNA | EBNA-1 DNA binding, fluorescence polarization | inhibition, % at 14.8 µM | 0.34% of 300,000 active; in the data active means inhibition above about 28%
# PAFAH1B3 inh: PAFAH1B3 (human) inhibition; Q15102; recombinant PAFAH1B3, FP-rhodamine probe, fluorescence polarization; inhibition, % at 3.39 µM; 0.28% of 340,000 active; AID 492972;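 active means inhibition above the screen-wide average of all tested compounds plus 3 SD, cut at about 25% in these data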;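 further: 0% = enzyme with DMSO only and 100% = wells lacking PAFAH1B3 protein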
# Target sequence (Q15102 whole entry, looked up): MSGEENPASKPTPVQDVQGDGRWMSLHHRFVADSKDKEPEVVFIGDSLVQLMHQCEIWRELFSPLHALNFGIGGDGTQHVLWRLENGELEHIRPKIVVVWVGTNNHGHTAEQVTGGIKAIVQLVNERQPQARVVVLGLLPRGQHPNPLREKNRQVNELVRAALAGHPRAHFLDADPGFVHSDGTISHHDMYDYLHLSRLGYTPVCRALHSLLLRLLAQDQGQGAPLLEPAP
# PREPL inhibitor: human PREPL enzyme inhibition; recombinant PREPL, fluorescence polarization activity-based probe; AID 2751; inhibition, % at 5.96 µM; Q4J6C6; 0.68% of 320,000 active; in the data active means inhibition above about 43%;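 further: 0% = enzyme with DMSO and 100% = wells lacking enzyme; many of its hits are not listed in these tables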
# ZTA counter: counter-screen for EBNA-1 inhibitors: inhibitors of Epstein-Barr virus ZTA | P03206 | ZTA-DNA binding, fluorescence polarization | inhibition, % at 11 µM | 0.15% of 320,000 active | AID 2234; in the data active means inhibition above about 33%
# Target sequence (P03206 whole entry, looked up): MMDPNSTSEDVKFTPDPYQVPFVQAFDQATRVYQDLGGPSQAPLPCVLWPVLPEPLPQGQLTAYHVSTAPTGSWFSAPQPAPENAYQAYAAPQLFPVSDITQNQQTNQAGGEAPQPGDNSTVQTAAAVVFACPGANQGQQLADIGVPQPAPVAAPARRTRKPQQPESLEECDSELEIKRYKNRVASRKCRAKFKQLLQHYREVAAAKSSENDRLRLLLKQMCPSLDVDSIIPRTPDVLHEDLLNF
# PAD4 FP inh: inhibitors of human PAD4; 0.41% of 330,000 active; inhibition, % at 6.36 µM; AID 485272; recombinant PAD4, RCA probe fluorescence polarization;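 active means percent inhibition above a cutoff equal to the mean of all tested compounds plus 3 SD, cut at about 15% in these data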;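 further: 0% = PAD4 with RCA probe and DMSO and 100% = probe without PAD4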
# GSTO1 counter: blocks human GSTO1 in RBBP9 counter-screen | recombinant GSTO1, activity-based probe fluorescence polarization | 1.1% of 300,000 active | P78417 | AID 1974 | inhibition, % at 5.96 µM;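 active means inhibition above the campaign mean inhibition plus 3 SD, cut at about 35% in these data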;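 further: 0% = GSTO1-1 with DMSO and 100% = wells lacking GSTO1-1 enzyme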
# The depositor's hits bear a star; . = no result given.
SMILES,PAFAH2 inh,LYPLA2 inh,LYPLA1 inh,EBNA-1 inhibitor,PAFAH1B3 inh,PREPL inhibitor,ZTA counter,PAD4 FP inh,GSTO1 counter
CCOC(=O)c1csc(NC(=O)CSc2nnnn2-c2ccc(OC)c(OC)c2)n1,8.6,0.4,0.2,-7.4,0.5,-8.3,-7.2,0.4,7.8
CS(=O)(=O)c1ccc(N2CCOCC2)c(S(C)(=O)=O)c1,-2.6,-3.8,0.1,0.3,4.7,6.1,0.2,-6.5,7.0
O=C1N=C(N2CCOCC2)SC1=C1CCCCC1,1.1,0.7,-3.4,2.0,4.7,0.3,0.5,0.1,4.3
COc1cccc2c(=O)cn[nH]c12,-0.9,6.0,0.1,-0.2,1.4,6.3,-0.1,4.0,-5.3
CCN(CC)c1ccc(/C=N/NC(=O)c2c(-c3ccccc3)noc2C)cc1,-3.6,-5.1,-2.5,2.9,-3.3,-1.8,10.0,-2.4,2.7
c1ccc(-n2c(-c3ccco3)nnc2N2CCOCC2)cc1,-2.1,7.0,6.7,3.6,3.9,3.5,-1.3,-1.0,-5.7
CN(C)c1ccc(S(=O)(=O)N2CCCCC2)cc1NC(=O)C1=COCCO1,10.6,-0.2,5.1,-2.6,12.1,-5.1,7.1,-8.5,0.5
CCCS(=O)(=O)c1nc(S(=O)(=O)c2ccc(C)cc2)c(NCc2ccccn2)s1,4.0,-4.3,0.4,-7.0,8.2,4.3,14.7,0.8,0.2
Cc1ccc(OCCn2c(=S)[nH]c3ccccc32)c(C(C)C)c1,0.7,-8.7,-4.0,8.8,8.5,11.1,-0.4,-4.3,0.9
Cc1ccc(N(CC(O)CN(C)C)S(=O)(=O)c2ccccc2)cc1 (stereo not drawn),1.1,-6.5,1.9,1.1,2.4,-8.7,9.7,-1.8,-9.2

# In the list so far, these contain two or more sulfur atoms:
SMILES,PAFAH2 inh,LYPLA2 inh,LYPLA1 inh,EBNA-1 inhibitor,PAFAH1B3 inh,PREPL inhibitor,ZTA counter,PAD4 FP inh,GSTO1 counter
CCOC(=O)c1csc(NC(=O)CSc2nnnn2-c2ccc(OC)c(OC)c2)n1,8.6,0.4,0.2,-7.4,0.5,-8.3,-7.2,0.4,7.8
CS(=O)(=O)c1ccc(N2CCOCC2)c(S(C)(=O)=O)c1,-2.6,-3.8,0.1,0.3,4.7,6.1,0.2,-6.5,7.0
CCCS(=O)(=O)c1nc(S(=O)(=O)c2ccc(C)cc2)c(NCc2ccccn2)s1,4.0,-4.3,0.4,-7.0,8.2,4.3,14.7,0.8,0.2

# Further structures:
SMILES,PAFAH2 inh,LYPLA2 inh,LYPLA1 inh,EBNA-1 inhibitor,PAFAH1B3 inh,PREPL inhibitor,ZTA counter,PAD4 FP inh,GSTO1 counter
Cc1cccc(C(=O)N(Cc2ccco2)c2c(N)n(Cc3ccccc3)c(=O)[nH]c2=O)c1,3.5,1.9,0.1,.,5.0,11.6,-0.9,1.8,.
COc1ccc(C2=NOC3(CC(=O)N(c4ccc5ccccc5c4)C3=O)C2)c(OC)c1 (stereo not drawn),-1.9,2.3,-0.9,-6.5,-9.2,18.2,-1.9,-7.4,5.6
CN(CC(=O)NCCc1ccccc1)S(=O)(=O)c1ccc(Br)cc1,1.3,-3.1,-3.9,5.7,3.7,-34.4,2.5,-3.4,-4.6
CS(=O)(=O)c1ccc(Cl)c(C(=O)OCC(=O)NC2CCCCCCC2)c1,17.6,-1.7,-4.3,.,-3.7,1.1,-9.2,0.7,.
CC(NC(=O)c1cc(F)c(F)cc1Cl)c1ccncc1 (stereo not drawn),4.0,-2.5,-2.8,2.7,2.8,11.1,-9.1,-0.4,12.0
CCN1CCN(C(=O)CCc2nnc(CCc3c[nH]c4ccccc34)o2)[C@@H](C)C1=O,3.6,4.4,1.4,-6.7,2.3,3.3,6.5,-2.4,-2.1
COc1cc(NC(=O)C2CCN(S(=O)(=O)c3ccc(N4CCCC4=O)cc3)CC2)cc(OC)c1,1.0,1.0,3.9,2.3,3.9,9.6,-8.0,2.8,0.4
CCCCCCCCNC(=O)c1cccnc1SCC(=O)Nc1ccccc1OC,-6.5,3.2,-0.7,6.6,-2.2,-3.5,11.1,4.0,-5.0
CN(C(=O)c1cc(C(=O)N(C)c2ccccc2)cc([N+](=O)[O-])c1)c1ccccc1,-4.5,1.1,-2.3,-3.4,-1.1,10.5,1.5,-3.8,-0.9
O=C(O)/C(=C\c1ccccc1)c1ccccc1,0.5,-2.0,-3.8,-5.1,8.0,12.8,-6.3,0.5,-0.8
COc1ccc(S(=O)(=O)c2ccccc2)cc1NC(=O)c1c(F)cccc1F,13.2,-2.2,-2.1,-1.2,2.3,-2.0,2.8,-2.4,-2.2
Cc1cc(-c2n[nH]c(=S)n2/N=C/c2ccc(C)s2)n[nH]1,3.0,5.1,-1.7,4.9,13.5,6.1,5.0,4.5,4.0
O=C(Cc1cccs1)N1CCCC(c2nc3c(nnn3Cc3ccc(F)cc3)c(=O)[nH]2)C1 (stereo not drawn),3.9,1.9,1.1,7.7,-6.9,17.1,9.1,-1.7,1.3
CCc1ccccc1NC(=O)c1cc(-c2ccco2)on1,14.1,5.8,-1.4,1.0,-1.8,-14.0,-0.8,-7.6,-6.9
CC(C(=O)OCC(=O)Nc1cccc(S(=O)(=O)N(C)C)c1)N1C(=O)c2ccccc2C1=O (stereo not drawn),-2.8,-0.7,0.1,-4.2,4.3,-1.8,-9.1,-1.4,6.7
CN(CC(=O)Nc1cccc(F)c1)CC(=O)N(C)CC(=O)Nc1ccccc1Br,8.2,3.0,3.2,.,-1.7,4.4,-10.6,-0.5,.
COc1cc(CCC(=O)NCc2ccc(S(N)(=O)=O)cc2)cc(OC)c1OC,-4.7,1.6,0.9,-6.1,7.6,3.6,2.8,-0.1,-8.7
O=C(Nc1cccc(F)c1)c1ccccc1-c1ccccc1,6.0,4.5,3.6,3.4,7.3,-8.3,9.4,2.9,1.9
CCOCCCn1c(SCC(=O)N(C)C2CCS(=O)(=O)C2)nc2ccccc2c1=O (stereo not drawn),4.0,7.6,2.2,0.9,3.7,-6.7,-10.8,3.0,-4.3
CN(C)/C=C/C(=O)c1ccc(-c2ccc(Cl)cc2Cl)o1,1.6,-17.2,-4.0,-9.8,10.4,5.8,-0.1,-7.8,-19.2
Cc1cccc(NC(=S)NNC(=O)c2nn(C)cc2Cl)c1,2.9,2.9,0.0,5.8,-0.7,-0.8,2.1,-2.7,-2.6
COc1ccccc1S(=O)Cc1ccc(C(=O)NCCc2ccc(Cl)cc2)o1 (stereo not drawn),6.5,-7.0,-1.9,-1.4,-1.9,15.3,5.2,-4.1,6.3
CC(C)c1nc(Cl)c(C#N)c2c1CCC2,6.2,2.3,-0.1,-0.4,11.4,-6.1,16.7,2.7,-0.7
COCCCNC(=O)c1ccc(N2CCCC2)c(NS(=O)(=O)c2ccc(C)cc2)c1,17.5,0.4,0.4,-7.2,9.7,2.1,1.6,2.3,1.2
O=C1OCC(c2ccccc2)=C1c1ccc(S(=O)(=O)N2CCOCC2)s1,10.2,7.1,3.6,11.1,0.7,4.8,8.7,-6.1,-7.8
CC(=O)c1sc(NC(=O)C=C(C)C)nc1C,-0.7,-0.1,-3.5,2.5,3.2,-2.2,-1.1,-2.4,-4.8
CC(=O)Nc1ccc(NC(=S)NC(=O)C2CC2)cc1,-1.4,-3.0,-1.9,2.2,1.1,-6.0,3.7,4.4,-0.8
CCOC(=O)c1ccccc1C(=O)N1CCOCCOCCOCC1,-9.5,1.2,-0.3,12.8,-2.5,1.2,-2.6,-6.1,0.5
O=C(c1cc(-c2ccccc2)nc2ccccc12)N1CCOCC1,-2.6,-2.3,-2.4,-6.8,-3.6,11.9,-11.6,-0.3,-1.9
CCN1CCN(S(=O)(=O)c2ccc(OC)cc2)CC1,3.0,-3.4,1.4,7.2,-3.7,-3.2,15.1,-1.5,2.5
CCn1c(SCC(=O)NC(C)C(C)C)nc2cc(S(=O)(=O)N3CCOCC3)ccc21 (stereo not drawn),-3.4,6.6,-0.6,6.5,12.7,10.4,-13.1,-3.6,5.9
CCOc1ccc(C(CC(=O)O)NC(=O)c2ccco2)cc1OC (stereo not drawn),1.3,3.1,-2.1,-4.0,0.2,1.8,-8.2,1.0,-0.7
Cc1onc(-c2ccccc2Cl)c1C(=O)NC(=S)Nc1ccccc1F,18.7,-1.7,-2.9,9.1,-2.9,-6.3,8.6,-0.7,-2.9
O=C(CCN1C(=O)/C(=C/c2ccccc2Cl)SC1=S)Nc1cccnc1,5.5,0.9,-1.6,-2.0,13.7,5.1,-8.6,-9.1,-2.4
CCOc1ccccc1NC(=O)Nc1cccc(C(C)=O)c1,-0.7,-5.3,-4.9,-4.0,15.4,3.7,5.3,3.7,-5.1
Cc1ccccc1NC(=O)c1cccc2c1C(=O)N(C1CCCCC1)C2,5.6,-2.9,-3.5,-1.1,-2.2,10.2,1.9,-0.8,0.9
CC(=O)N1CCc2ccc(S(=O)(=O)N3CCc4ccccc43)cc21,9.5,9.1,5.1,-7.5,6.8,-1.1,4.0,-4.1,2.6
CCOC(=O)c1c(C)n(CCNC(C)=O)c2ccc(O)cc12,-2.6,1.4,-1.1,12.1,5.8,-1.2,9.1,-4.2,5.2
O=C1c2ccccc2C(=O)N1CCCCSc1nnc(-c2ccc(OC(F)F)cc2)o1,0.9,3.0,0.8,3.4,-0.6,-31.7,11.8,0.7,-6.0
CCN(CC(=O)NC1CCS(=O)(=O)C1)S(=O)(=O)c1ccc(C)c(C)c1 (stereo not drawn),-1.9,10.2,2.5,12.1,2.0,-3.0,1.4,3.2,2.7
COc1ccc(N2CCN(C(=O)CSc3nnc4c(C)cc5c(C)cc(C)cc5n34)CC2)cc1,-5.1,3.5,3.2,-5.8,5.8,20.7,2.5,-1.8,1.7
Cc1ccc(Cn2cc(S(=O)(=O)c3ccc(Cl)cc3)c(=O)c3cc(F)ccc32)cc1,-5.4,-5.8,-4.5,-1.9,7.8,16.1,-3.3,-7.6,-5.3
COc1ccccc1C(=O)Nc1ccnn1C1CCN(C(C)CSC)CC1 (stereo not drawn),-6.7,9.7,3.4,1.4,7.5,-1.0,-4.4,-6.1,-5.2
O=C(Nc1ccccc1)N(CCCN1CCOCC1)Cc1cccs1,11.9,1.4,-2.5,0.5,5.1,1.5,-9.1,-0.4,4.2
O=c1c2ccccc2nc2c3ccccc3c(NCc3ccco3)nn12,14.4,4.6,-0.5,31.5*,4.2,-4.8,5.0,-0.4,-5.1
C=CCn1c(SCC(=O)Nc2ccccc2C)nc(O)cc1=O,3.9,2.5,-0.7,-11.2,4.0,3.7,-3.1,-3.8,16.6
O=C(Nc1cccc(C(F)(F)F)c1)Nc1ccon1,1.7,-2.9,-4.3,8.0,-1.7,8.9,10.3,1.6,0.2
CCCCc1nnc(NC(=O)COC)s1,-1.2,7.3,0.0,1.5,9.9,12.5,-4.3,0.6,11.9
CCOC(=O)c1c(C)[nH]c(C(=O)OCC(=O)NCc2ccccc2)c1C,2.9,.,.,.,1.1,2.5,.,-1.0,.
CCOc1ccc(-n2c(C)nnc2SCC(=O)N(CC)CC)cc1,3.5,6.1,3.1,5.5,6.8,-0.5,-6.4,-0.8,2.2

# Next part.
SMILES,PAFAH2 inh,LYPLA2 inh,LYPLA1 inh,EBNA-1 inhibitor,PAFAH1B3 inh,PREPL inhibitor,ZTA counter,PAD4 FP inh,GSTO1 counter
C/C(=N\NC(=O)CN(c1ccccc1)S(C)(=O)=O)c1ccccc1O,0.1,-3.2,-1.3,-8.4,6.0,-8.0,-3.6,0.5,4.4
O=S(=O)(Cc1cc(Cl)nc(-c2cccnc2)n1)c1ccccc1,1.9,-0.6,0.9,-2.1,-7.7,-8.3,11.3,-1.9,-2.2
N#Cc1cc(C(=O)c2ccccc2O)cn(-c2ccc(Cl)cc2)c1=O,.,-4.0,0.9,-1.0,.,-13.0,3.4,1.5,-6.1
CC(C)c1ccc(S(=O)(=O)N2CCC(C(=O)NCC3(N(C)C)CCCCC3)CC2)cc1,11.6,3.8,-3.3,-2.9,10.3,2.5,-8.4,1.4,4.4

# Some of the compounds tested. The share of hits here may be higher or lower than overall.
